Screening data: PubChem, several laboratories
GSK3 alpha inh: inhibitors of human GSK-3 alpha kinase; ADP-Glo luminescence, 60 min; inhibition, % at 10 µM; actives 0.1% (n = 320,000); AID 2650;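 in the data active = inhibition above about 50%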;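 note: GST-tagged GSK-3 alpha with peptide substrate and 25 µM ATP; 0% = DMSO neutral wells and 100% = GW8510 positive control wells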
Target sequence (P49840 whole entry, looked up): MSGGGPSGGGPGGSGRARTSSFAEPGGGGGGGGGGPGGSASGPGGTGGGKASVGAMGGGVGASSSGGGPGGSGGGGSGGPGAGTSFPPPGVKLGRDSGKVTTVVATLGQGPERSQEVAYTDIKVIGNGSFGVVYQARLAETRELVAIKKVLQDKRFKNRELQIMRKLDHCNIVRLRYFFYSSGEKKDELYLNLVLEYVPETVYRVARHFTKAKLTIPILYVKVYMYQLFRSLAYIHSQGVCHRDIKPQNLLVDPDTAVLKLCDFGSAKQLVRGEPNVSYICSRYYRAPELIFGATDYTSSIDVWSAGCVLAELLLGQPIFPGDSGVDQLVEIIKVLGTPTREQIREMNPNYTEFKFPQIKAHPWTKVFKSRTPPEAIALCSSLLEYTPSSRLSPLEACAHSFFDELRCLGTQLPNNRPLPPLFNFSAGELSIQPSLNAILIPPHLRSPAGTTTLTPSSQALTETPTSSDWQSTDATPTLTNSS
KCNQ1 act: potentiators or activators of human KCNQ1 potassium channel. P51787. CHO-K1 KCNQ1, thallium flux FluxOR fluorescence; active compounds read high. B-score at 10 µM. actives 0.35% (n = 310,000);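 active = fluorescence ratio B-score, a plate-corrected score, at least three library SD, with initial intensity B-score within 5 SD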
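Material: CHO-K1 cells stably expressing KCNQ1. Medium: assay buffer for compound exposure, DMSO matched across wells. Reagent: K+/Tl+ depolarizing stimulus. Compound dosing: single-concentration screen. Times: 37 °C overnight plating, 90-min dark dye load, 20-min compound pretreatment. Technique: FluxOR Tl+ flux fluorescence.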
PolyA inhibitor: inhibitors of polyadenylation in S. cerevisiae. S. cerevisiae SKY197-pL101 polyadenylation reporter, beta-gal luminescence; efflux-impaired pdr1/pdr3 knockout yeast; score 100 = 6 SD above DMSO. calls only at 12 µM. actives 0.02% (n = 300,000). AID 1875;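 active = lowest replicate activity score at least 50, where 100 means six control SD above control mean; inconclusive = lowest score under 50 but half or more replicates reach 50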;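 note: yeast exposed to compound for 9 h at 30 °C; higher score means more reporter readthrough which indicates perturbed polyadenylation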
KCNK3 inh: human KCNK3 channel inhibition, primary screen; O14649; CHO-KCNK3 thallium flux, FluxOR fluorescence; active compounds read low; B-score at 10 µM; actives 0.84% (n = 340,000);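 active = B-score under library mean minus 4 SD, starting fluorescence ratio at most library mean plus 5 SD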;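 note: more negative B-score means stronger inhibition of thallium flux through KCNK3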
RGS4 pot: potentiators or activators of RGS4; HEK293 M3R/inducible RGS4, carbachol calcium flux Fluo4; active compounds read low; B-score at 10 µM; actives 0.92% (n = 310,000);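 active = B-score of the integrated calcium signal more than 4 SD below the library mean, with starting fluorescence not abnormally high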;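 note: negative B-score means reduced calcium response which marks RGS4 activation or potentiation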
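Assay system: Inducible-RGS4 HEK293 cells carrying M3 receptor | Schedule: Compound preincubation 20 min at room temperature before agonist | Signal: Kinetic calcium fluorescence imaging with Fluo4-AM dye, 2 µM | Read-out basis: B score from integrated fluorescence ratio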
GSK3B inh: inhibitors of human GSK3beta kinase; activity score (negative = inhibition), % at 10 µM; actives 0.038% (n = 300,000); AID 2097; GST-GSK3beta kinase, ADP-Glo luminescence, 60 min; active compounds read low; P49841;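 active = more than half of replicate wells score below -50%, meaning over 50% inhibition versus plate controls; inconclusive = some replicates but at most half score below -50%; inactive = no replicate scores below -50%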;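 note: 0% = median DMSO wells and -100% = median GW8510 positive control wells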
Target sequence (P49841 whole entry, looked up): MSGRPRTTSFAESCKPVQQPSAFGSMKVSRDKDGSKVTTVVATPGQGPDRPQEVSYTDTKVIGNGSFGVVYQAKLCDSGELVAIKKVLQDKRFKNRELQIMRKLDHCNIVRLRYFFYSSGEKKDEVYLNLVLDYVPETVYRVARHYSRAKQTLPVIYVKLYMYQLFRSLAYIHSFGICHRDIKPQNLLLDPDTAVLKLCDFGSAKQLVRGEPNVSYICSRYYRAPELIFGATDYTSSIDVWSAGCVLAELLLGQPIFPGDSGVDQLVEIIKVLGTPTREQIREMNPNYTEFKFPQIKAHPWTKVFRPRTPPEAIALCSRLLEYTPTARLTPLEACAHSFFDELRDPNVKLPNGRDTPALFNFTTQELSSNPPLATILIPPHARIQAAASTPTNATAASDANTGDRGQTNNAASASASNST
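Test system: GST-tagged human GSK3beta kinase, cell-free; evaluation: activity score scaled between in-plate DMSO and GW8510 controls; measured by: ADP-Glo luminescence; incubation: 60 min reaction, RT; benchmarks: DMSO and 20 µM GW8510; reagent: peptide substrate plus 25 µM ATP (final); medium: Tris/MgCl2 kinase buffer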
DYRK1A inh: Dyrk1A (rat) kinase inhibition. Q63470. ADP-Glo luminescence, NFATc1 peptide. inhibition, % at 12.5 µM. actives 0.43% (n = 310,000); in the data active = inhibition above about 50%;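 note: plate controls were vehicle with enzyme for no effect and no enzyme for full effect; many of its hits are not listed in these tables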
KCNQ1 inh: blocks the human KCNQ1 potassium channel. P51787. CHO-K1 KCNQ1, FluxOR thallium flux fluorescence; active compounds read high. B-score at 10 µM. actives 1.3% (n = 310,000). AID 2642;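 active = compounds whose thallium flux B-score, printed positive for inhibition, exceeds three library SD while starting fluorescence stays within three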;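 note: channel opened by potassium depolarization with thallium stimulus after 20 min compound exposure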
hERG protect: shields human hERG channel from block by proarrhythmic agents; AID 1511; activation (rescue from dofetilide block), less the hit threshold, % at 10 µM; actives 0.51% (n = 310,000); CHO-hERG, FluxOR thallium flux, dofetilide IC70 present;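 active = activation above the mean of controls blocked by dofetilide plus 5 SD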;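 note: thallium influx through hERG after potassium depolarization seen as dye fluorescence rise; in these data hits start at about 4.7%; inactives centre near -7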
HDAC3 inhib: human HDAC3 inhibition; O15379; recombinant HDAC3, fluorogenic peptide/trypsin coupled, fluorescence; inhibition, % at 8.3 µM; actives 0.15% (n = 320,000); AID 2718; in the data active = inhibition above about 26%, passing the limit was not always enough; inconclusive = no clear call, values can overlap the other calls
KCNK9 block: human KCNK9 channel inhibition; Q9NPC2; HEK293 KCNK9, FluxOR thallium flux fluorescence; active compounds read low; B-score at 10 µM; actives 1.2% (n = 310,000); AID 488922;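 active = ratio B-score over 3 SD below the library mean, with starting fluorescence within 5 SD of its mean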;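 note: negative B-score means less thallium flux so channel inhibition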
Active calls of the source: *; i = inactive; ? = inconclusive; . = no result given; & = joins results of further samples.

SMILES	GSK3 alpha inh	KCNQ1 act	PolyA inhibitor	KCNK3 inh	RGS4 pot	GSK3B inh	DYRK1A inh	KCNQ1 inh	hERG protect	HDAC3 inhib	KCNK9 block
CCOc1cc(C(=O)Nc2c3c(nn2C(C)(C)C)CS(=O)C3)cc(OCC)c1OCC (configuration not stated)	-2	i	i	i	i	2	0	i	-4	4	i
O=C(O)CSc1cccc2cccnc12	-4&1	i	i	i	i	3&9	-1&3	i	-6&-3	-17&-8	i
CCOC(=O)/C(=C/c1ccccc1)NC(=O)c1ccco1	-1	i	i	i	i	-1	-8	i	2	4	i
COc1cc(C2NC(=O)NC(C)=C2C(=O)OCc2ccccc2)ccc1O (configuration not stated)	7	i	i	i	i	-3	6	i	-11	1	i
COc1ccc(S(=O)(=O)Cc2ccc(C(=O)NCc3ccccc3OC)o2)cc1	-3	i	i	i	i	1	-1	i	-12	-1	i
COc1ccccc1OCCCCCNCCO	0	i	i	i	i	2	-10	i	-11	-3	i
CC1CCCN(CC(=O)Nc2ccc(S(=O)(=O)N3CCCCC3)cc2)C1 (configuration not stated)	-2	i	i	i	i	1	.	i	-4	2	i
COC(=O)c1ccsc1NC(=O)CCS(=O)(=O)c1ccccc1	-2	i	i	i	i	5	-2	i	-15	-3	i
CC1(NC(=O)c2cc(S(=O)(=O)N3CCCCC3)ccc2Cl)CCS(=O)(=O)C1 (configuration not stated)	-1	i	i	i	i	2	1	i	-13	-6	i
O=C1CCCC(O)=C1Sc1ccccc1C(=O)O	-7	i	i	i	i	3	-29	i	-4	?	i
CCCSC(=O)N(CC)CC(=O)Nc1c(CC)cccc1CC	.	i	i	i	i	4	-3	i	-8	7	i
COc1ccc(S(=O)(=O)Cc2ccc(C(=O)N3CCN(c4cccc(C)c4C)CC3)o2)cc1	0	i	i	i	i	2	0	i	-4	0	i
COC(=O)c1ccc(CNC(=O)COC(=O)CC23CC4CC(CC(Br)(C4)C2)C3)cc1	-2	i	i	i	i	0	0	i	1	0	i
COc1ccc(CNC(=O)C(C)Sc2ccc(C)cc2)cc1 (configuration not stated)	-4	i	i	i	i	1	-4	i	1	?	i
O=C(CSc1nc2ccccc2s1)NNC(=O)Nc1ccc(Cl)c(Cl)c1	-1	i	i	i	i	2	8	i	-5	16	i
CCCCNC(=O)n1c(SC)nc2ccccc21	2	i	i	i	i	-3	-4	i	-14	4	i
CC(CC(=O)NC1CCCC1)c1ccccc1 (configuration not stated)	0	i	i	i	i	-1	-3	i	-7	0	i
COc1cccc(-c2cc(C(F)(F)F)nc(N3CCOCC3)n2)c1	0	i	i	i	i	4	1	i	-13	?	i
O=C(CN1C(=O)c2ccccc2C1=O)Nc1cccc(S(=O)(=O)Nc2ccccc2Cl)c1	-5	i	i	i	i	3	6	i	-4	-7	i
Cc1ccc(C(=O)N/N=C\c2c(C)nn(-c3ccccc3)c2Cl)cn1	2	i	i	i	i	0	-3	i	-9	4	i

A second format for part of the listing above.
| Structure | GSK3 alpha inh | KCNQ1 act | PolyA inhibitor | KCNK3 inh | RGS4 pot | GSK3B inh | DYRK1A inh | KCNQ1 inh | hERG protect | HDAC3 inhib | KCNK9 block |
| --- | --- | --- | --- | --- | --- | --- | --- | --- | --- | --- | --- |
| CC(CC(=O)NC1CCCC1)c1ccccc1 (configuration not stated) | 0 | i | i | i | i | -1 | -3 | i | -7 | 0 | i |
| COc1cccc(-c2cc(C(F)(F)F)nc(N3CCOCC3)n2)c1 | 0 | i | i | i | i | 4 | 1 | i | -13 | ? | i |
| O=C(CN1C(=O)c2ccccc2C1=O)Nc1cccc(S(=O)(=O)Nc2ccccc2Cl)c1 | -5 | i | i | i | i | 3 | 6 | i | -4 | -7 | i |
| Cc1ccc(C(=O)N/N=C\c2c(C)nn(-c3ccccc3)c2Cl)cn1 | 2 | i | i | i | i | 0 | -3 | i | -9 | 4 | i |

One compound at a time, from the list above. Order of values: GSK3 alpha inh, KCNQ1 act, PolyA inhibitor, KCNK3 inh, RGS4 pot, GSK3B inh, DYRK1A inh, KCNQ1 inh, hERG protect, HDAC3 inhib, KCNK9 block
`CCOC(=O)/C(=C/c1ccccc1)NC(=O)c1ccco1` is listed as -1, i, i, i, i, -1, -8, i, 2, 4, i
`CCCCNC(=O)n1c(SC)nc2ccccc21` is listed as 2, i, i, i, i, -3, -4, i, -14, 4, i

Additional entries follow:
SMILES	GSK3 alpha inh	KCNQ1 act	PolyA inhibitor	KCNK3 inh	RGS4 pot	GSK3B inh	DYRK1A inh	KCNQ1 inh	hERG protect	HDAC3 inhib	KCNK9 block
CCOC(=O)c1cc(C(=O)OCC)c2cc(Br)ccc2n1	-1	i	i	i	i	6	9	i	-11	4	i
CCOC(=O)c1ccc(N2C(=O)CC(N(C)Cc3ccccc3)C2=O)cc1 (configuration not stated)	2	i	i	i	i	-21	2	i	-5	-1	i
Cc1ccc(C(=O)Nc2nnc(Cc3ccccc3)s2)cc1	-2	i	i	i	i	1	-5	i	-6	1	i
CC(C)(C)n1cnc2cc(NC(=O)c3ccc(Cl)cc3)ccc21	-1	i	i	i	i	1	.	i	-4	-2	i
CC(C)Nc1ncnc2c1cnn2Cc1ccc(Cl)cc1	0	i	i	i	i	1	1	i	-14	-1	i
CC1Sc2ccc(Cl)cc2-c2nc(N)ncc21 (configuration not stated)	10	i	i	i	i	0	33	i	-12	-1	i
CCc1ccc(NC2=NC(C(=O)NC3CCCCC3)CC(=O)N2)cc1 (configuration not stated)	-2	i	i	i	i	2	1	i	-15	4	i
COC(=O)c1nnn(-c2ccc(Cl)c(Cl)c2)c1C(=O)OC	1	i	i	i	i	-5	.	i	-13	-19	i
COc1cccc(-n2c(-c3ccco3)nc3nc4ccccc4nc32)c1	.	i	i	i	i	0	0	i	-7	3	i
CCN(Cc1ccccc1)C(=O)CN1C(=O)c2ccccc2C1=O	-2	i	i	i	i	-4	4	i	-3	.	i
CSC1=NCCN1S(=O)(=O)c1ccc(F)cc1	-3	i	i	i	i	5	-3	i	-7	-5	i
c1ccc(CSc2ncnc3c2cnn3-c2ccccc2)cc1	-4	i	i	i	i	-8	3	i	-11	-2	i
Cc1cc2ccccc2c(=O)n1CC(=O)NCC(=O)N1CCN(c2cccc(Cl)c2)CC1	0	i	i	i	i	-2	2	i	-9	6	i
COC(=O)C1CCN(C(=O)COC(=O)Cn2cnnn2)CC1	10	i	i	.	i	-4	.	i	-5	3	i
O=C(NC(Cc1ccccc1)C(=O)O)/C(=C/c1ccc([N+](=O)[O-])cc1)NC(=O)c1ccccc1 (configuration not stated)	-3	i	i	i	i	.	6	i	-5	-6	i
O=C(OCc1nc2ccccc2s1)c1cc2ccccc2oc1=O	-1	i	i	.	i	0	.	i	-6	2	i
COc1ccc(NS(=O)(=O)c2cc(C)ccc2NC(=O)c2cc(C)oc2C)cc1	-3	i	i	i	i	-1	-3	i	-6	9	i
CN(CCO)c1ccc([N+](=O)[O-])cc1C(=O)O	0	i	i	i	i	2	-1	i	-6	2	i
CCOn1c(SCC)nc2ccccc2c1=O	0	i	i	i	i	3	6	i	-5	-10	i
CCOc1cc(/C=N\Nc2nc(-c3ccc(C)cc3)c(NC(C)=O)s2)ccc1O	-1	i	i	i	i	2	-10	i	-17	.	i
COC(=O)C(C)Sc1nc2ccsc2c(=O)n1Cc1ccccc1 (configuration not stated)	3	i	i	-9.4*	i	-3	5	i	-14	1	i
COc1ccc(C)cc1NC(=O)CSc1nnc(-c2ccco2)n1N	-3	i	i	i	i	-2	5	i	-13	-3	i
CCOC(=O)c1c(S(=O)(=O)NCC(=O)N2CCN(c3cccc(OC)c3)CC2)c(C)n(C)c1C	-1	i	i	i	i	5	4	i	-7	-2	i
C/C=C(\C)c1nnc(NC(=O)C(C)C)s1	-1	i	i	i	i	2	2	i	-1	-8	i
CCC(C)(C(=O)NC1CCCCC1)N(C(=O)CNC(=O)c1ccccc1)c1c(C)n(C)n(-c2ccccc2)c1=O (configuration not stated)	-2	i	i	i	i	1	-9	i	-1	-3	i
O=C(O)CCC(=O)N1CCc2cc(S(=O)(=O)N3CCN(c4ccc(F)cc4)CC3)ccc21	-2	i	.	i	i	0	3	i	-5	0	i
Cc1ccc(N(CC(=O)Nc2ccc(F)cc2)S(=O)(=O)N2CCCC2)cc1	-7	i	i	i	i	0	3	i	-9	4	i
COc1ccc(N2CCN(c3ccc([N+](=O)[O-])cc3Cl)CC2)cc1	-1	i	i	i	i	1	-2	i	-3	3	i
CCOC(=O)C1CCN(C(=O)c2ccccc2N(C)S(C)(=O)=O)CC1	0	i	i	i	i	1	-6	i	-16	4	i
O=S(=O)(NCc1ccccc1)c1ccc(S(=O)(=O)N2CCCCC2)cc1	2	i	i	i	i	0	0	i	4	3	i
CC1CCc2sc(C(=O)NNS(=O)(=O)c3ccc(F)c(F)c3F)cc2C1 (configuration not stated)	.	i	i	i	i	6	-4	i	0	.	i
COc1cc(C2c3c(-c4cc(Cl)c(C)cc4O)n[nH]c3C(=O)N2Cc2cccnc2)ccc1O (configuration not stated)	0	i	i	i	i	3	-7	i	-4	6	i
Cc1ccc(S(=O)(=O)N(CC(=O)NCc2ccncc2)Cc2ccccc2F)cc1	-2	i	i	i	i	1	0	i	-12	4	i
CCc1ccc(-c2nc(CS(=O)CC(=O)NCc3ccc4c(c3)OCO4)c(C)o2)cc1 (configuration not stated)	-3	i	i	i	i	3	3	i	-6	-1	i

Some of the compounds tested. The share of hits here may be higher or lower than overall.
